From PubChem
Nrf2 activator: activators of Nrf2 (ARE) signaling. AREc32 ARE-luciferase reporter (MCF7-derived line), luminescence, 24 h. Potency, µM (titrated, usually from 46.1 µM), for inactives: at the top dose activation, usual class: activators. actives 0.31% (n = 410,000). AID 624171; further: potency means the concentration at half of the fitted maximal effect; % of control where 0% means no effect; nearly all actives have a fitted effect of over 65% in size
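Luminescent ARE reporter assay in AREc32_Fluc cells: overnight plating at 37 deg C, 24 hr compound incubation, Steady-Glo added, 30 min RT before reading.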
TGFb inhibitor: inhibitors of TGF-b signaling. HepG2 CAGA-GFP TGF-b/SMAD3 reporter, GFP fluorescence, 18 h; TGF-beta stimulated, 500 pg/mL final. Potency, µM (titrated, usually from 46.1 µM), without a hit: at the top dose activity, negative = inhibition, usual class: inhibitors. actives 1.2% (n = 410,000). AID 588855; further: potency means the concentration at half of the fitted maximal effect; on the % scale 0 is the no-effect control and ±100 the full control effect; nearly all actives have a fitted effect of over 65% in size
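Inhibition of TGF-beta-driven CAGA-GFP reporter expression in HEPG2 cells is measured by cellular GFP fluorescence after 18 h stimulation with 500 pg/mL recombinant TGF-beta in 1% FBS medium at 37 degrees C.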
pAkt inh: inhibitors of Akt phosphorylation. Neuro2A IGF-stimulated pAkt S473 HTRF, 20 min; stronger effect = lower value. activity change, % for hits at 50 µM. actives 0.32% (n = 360,000); in the data active means activity change below about -80%; inconclusive means mostly about -51% to -80%; further: on the % scale 0 is the no-effect control and ±100 the full control effect
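Neuro2A cells in DMEM with 0.5% FBS, overnight at 37 deg C, given compound at single 50 µM final, then IGF (6 nM final) for 20 min at 37 deg C. Lysed; phospho-Akt Ser473 by HTRF after 24 h, 665/615 ratio.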
Mm-Cpn inhibitor: M. maripaludis TRiC chaperonin inhibition; purified Mm-Cpn ATPase, ADP Transcreener TR-FRET; Potency, µM (doses to about 76.9 µM), for inactives: at the highest dose activity, negative = inhibition, actives largely listed as inhibitors; actives 0.031% (n = 330,000); further: potency means the concentration at half of the fitted maximal effect; on the % scale 0 is the no-effect control and ±100 the full control effect; nearly all actives have a fitted effect of over 80% in size
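Compound-treated chaperonin, 25 nM final, turns over 10 uM ATP at 37°C for 30 min following a 10 min preincubation; ADP generated competes with ADP-d2 for Eu-cryptate antibody, lowering FRET.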
A549 viability: counter-screen for Nrf2 inhibitors: cytotoxicity in A549 cells. AID 504648. A549 ARE-Fluc cells, CellTiter-Fluor viability, 18-24 h. Potency, µM (titrated, usually from 46 µM), for inactives: at the highest dose activity change, negative = cytotoxicity, usual class: inhibitors. actives 0.16% (n = 390,000); further: potency means the concentration at half of the fitted maximal effect; on the % scale 0 is the no-effect control and ±100 the full control effect
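A549 ARE_Fluc cells in 5% FBS OPTI-MEM were exposed to compounds in concentration-response for 18-24 h at 37 deg C. Viability was read by CellTiter-Fluor fluorescence (Ex 405/Em 525) after 30 min, before the luciferase read.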
HepG2 viability: kills HepG2 cells in TGF-b inhibitor counter-screen; actives 0.76% (n = 410,000); AID 588856; HepG2 CAGA-GFP viability, ATP luminescence, 18 h; Potency, µM (doses to about 46.1 µM), inactives show at the highest dose activity change, negative = cytotoxicity, actives largely listed as cytotoxic; further: potency means the concentration at half of the fitted maximal effect; some results filed as inactive show a strong effect at the top dose
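HepG2 CAGA-GFP cells (1000/well, DMEM with 1% FBS) received compound, then TGF-beta at 500 pg/mL final, and were incubated 18 hours at 37 degrees C. Viability was read by CellTiter-Glo luminescence. Media-only wells were set as complete cell-killing and DMSO as no toxicity.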
CCT chaperon mod: cytosolic chaperonin activity modulation; activity change, % (test concentration not listed), hits read low; purified chaperonin ATPase assay, HTRF ADP detection, 30 min; AID 651819; actives 0.3% (n = 360,000); in the data active means activity change below about -30%; further: on the % scale 0 is the no-effect control and ±100 the full control effect
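Nucleotide hydrolysis assay: TRiC at 20–40 nM final (set by batch activity) with 10 uM ATP, 30 min at 37 °C, in presence of 76 uM compound. Detection by competitive ADP HTRF, 30 min ambient.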
Abeta yeast res: A-beta toxicity reversal in yeast; yeast expressing A-beta42, growth rescue, OD600, 48 h; response scale: 0% DMSO, 100% iron-clioquinol control; Potency, µM (highest dose often 46.1 µM), without a hit: top-dose growth rescue, actives largely listed as activators; actives 0.063% (n = 410,000); AID 1347071; further: potency means the concentration at half of the fitted maximal effect; nearly all actives have a fitted effect of over 55% in size
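Yeast growth medium received pinned compounds, then yeast cells expressing toxic A-beta were added; plates incubated at 30 C for 48 hr. Growth read as absorbance at 600 nm, normalized to DMSO and equimolar FeCl3 plus clioquinol controls.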
Nrf2 inh: blocks Nrf2 signaling. Potency, µM (top dose mostly 46 µM), without a hit: at the highest dose activity change, negative = inhibition, actives largely listed as inhibitors. actives 2.1% (n = 360,000). A549 ARE-Fluc reporter, luciferase luminescence, 18-24 h. AID 504444; further: potency means the concentration at half of the fitted maximal effect; on the % scale 0 is the no-effect control and ±100 the full control effect; nearly all actives have a fitted effect of over 60% in size
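Reporter: ARE-Fluc in A549. Exposure: 18-24 h, 37 °C, 5% CO2, 5% FBS OPTI-MEM. Readouts: fluorescent cytotoxicity (CellTiter-Fluor), then luminescent Nrf2 signal after BugLite.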
The depositor's hits bear a star; i = inactive; u = inconclusive; x = no result given; [ ] = dose if it differs, or a comment. Unless noted, the call rests on the fitted dose curve; in most records, active means well fitted curve in the direction sought with a large enough effect; inconclusive means small, poorly fitted or top-dose-only effect, or another doubt; inactive means no such curve, though single readings can be large; an effect the other way counts as inactive or inconclusive.

SMILES	Nrf2 activator	TGFb inhibitor	pAkt inh	Mm-Cpn inhibitor	A549 viability	HepG2 viability	CCT chaperon mod	Abeta yeast res	Nrf2 inh
Cc1ccc(Cl)cc1N1CCN(S(=O)(=O)c2ccc3c(c2)OCCO3)CC1	0.0%	-17%	i	0%	-4%	1%	-0.2	0%	-11%
Cc1cccc(-c2nc(SCC(=O)N3CCc4ccccc43)c3c(=O)n(C)c(=O)n(C)c3n2)c1	-1.3%	-2%	x	x	8%	4%	x	-5%	x
Cc1cc(/C(N)=N/OC(=O)c2cccc(Cl)c2)no1	29%	28%	i	1%	1%	0%	-1.8	-10%	u
O=c1[nH]c2ccccc2cc1CN(CC1CCCO1)S(=O)(=O)c1ccc(Cl)cc1 (stereo unspecified)	-0.3%	-3%	i	-1%	-4%	-11%	-2.5	-2%	-7%
CCCNS(=O)(=O)c1cccn1-c1ncc(C(F)(F)F)cc1Cl	0.3%	10%	i	0%	-7%	-1%	-0.5	4%	-11%
CCC(Oc1ccccc1)C(=O)Nc1ccccc1N1CCCC1 (stereo unspecified)	3.1%	-5%	i	1%	13%	0%	-1.9	8%	1%
COc1ccc2nc(Nc3sc4c(c3C(N)=O)CCCC4)sc2c1	25%	u	i	-2%	-4%	-53%	-1.8	-8%	u
CSc1cccc(-n2ccc(=O)c(C)c2C)c1	0.2%	0%	i	1%	1%	4%	-0.2	0%	-13%
N#C/C(=C\c1ccc(OCc2ccc(C(=O)O)cc2)cc1)C(=O)N1CCOCC1	-2.8%	-14%	i	0%	0%	-20%	-3.2	-7%	u
Cn1c(CSc2nc3ccccc3n2C)nc2ccccc21	0.3%	-1%	i	-1%	-2%	-11%	-3.0	18%	-2%
Cc1cccc(N2CCN(C(=S)Nc3ccc4nc(N5CCOCC5)cc(C)c4c3)CC2C)c1 (stereo unspecified)	0.3%	0%	i	-1%	2%	-8%	-4.1	-15%	-7%
c1ccc(-c2cnnc(-c3ccccn3)n2)cc1	12%	-3%	i	x	-1%	-25%	-1.1	-12%	u
CC(C)(C)c1ccc(C(=O)Nc2ccc([N+](=O)[O-])cn2)cc1	2.4%	-3%	i	0%	0%	-20%	-1.0	12%	2%
CCOc1cc(-c2nc3ccccc3s2)ccc1O	u	u	i	-15%	-4%	-20%	-0.5	-17%	0%
CCC(=O)N(Cc1cc(=O)[nH]c2ccccc12)c1ccccc1OC	2.8%	2%	i	-1%	1%	2%	3.4	-6%	-26%
COc1ccc(OC)c(C(=O)Cn2cnc3ccccc3c2=O)c1	0.1%	-9%	i	-2%	1%	-20%	0.2	-9%	8%
O=C(NNC(=O)c1cc(Cl)ccc1[N+](=O)[O-])c1csc(N2CCOCC2)n1	2.8%	-3%	i	-2%	-5%	-1%	0.6	5%	-19%
COc1cccc(NC(=O)C2CCCCC2)c1	0.4%	3%	i	0%	-5%	-17%	-3.6	2%	11%
COc1ccc(NC(=O)c2ccc(S(=O)(=O)N(C)c3ccccc3)cc2)cc1S(=O)(=O)N1CCOCC1	-0.4%	-4%	i	x	x	-14%	0.3	7%	x
N#C/C(=C/c1cccc([N+](=O)[O-])c1)C(=O)Nc1ccccc1O	25%	-29%	i	2%	u	-32%	-1.7	5%	-18%

An excerpt from above in order of the TGFb inhibitor value, low to high.
SMILES	TGFb inhibitor
N#C/C(=C/c1cccc([N+](=O)[O-])c1)C(=O)Nc1ccccc1O	-29%
N#C/C(=C\c1ccc(OCc2ccc(C(=O)O)cc2)cc1)C(=O)N1CCOCC1	-14%
COc1ccc(OC)c(C(=O)Cn2cnc3ccccc3c2=O)c1	-9%
CC(C)(C)c1ccc(C(=O)Nc2ccc([N+](=O)[O-])cn2)cc1	-3%
Cc1cccc(-c2nc(SCC(=O)N3CCc4ccccc43)c3c(=O)n(C)c(=O)n(C)c3n2)c1	-2%
Cc1cccc(N2CCN(C(=S)Nc3ccc4nc(N5CCOCC5)cc(C)c4c3)CC2C)c1 (stereo unspecified)	0%
Cc1cc(/C(N)=N/OC(=O)c2cccc(Cl)c2)no1	28%

The main list resumes; the 2 compounds before the break are reprinted first.
SMILES	Nrf2 activator	TGFb inhibitor	pAkt inh	Mm-Cpn inhibitor	A549 viability	HepG2 viability	CCT chaperon mod	Abeta yeast res	Nrf2 inh
COc1ccc(NC(=O)c2ccc(S(=O)(=O)N(C)c3ccccc3)cc2)cc1S(=O)(=O)N1CCOCC1	-0.4%	-4%	i	x	x	-14%	0.3	7%	x
N#C/C(=C/c1cccc([N+](=O)[O-])c1)C(=O)Nc1ccccc1O	25%	-29%	i	2%	u	-32%	-1.7	5%	-18%
COc1ccc2ccccc2c1CNC(C)CCc1ccccc1 (stereo unspecified)	4.1%	u	i	-1%	u	-61%	-3.2	0%	-24%
CCOc1cccc(-c2cc(C(=O)N3N=C(C)CC3(O)C(F)F)c3ccccc3n2)c1 (stereo unspecified)	2.9%	5%	i	2%	0%	2%	-4.6	16%	2%
CCOc1cc2c(C#N)c(N3CCCC3)nc(N)c2c(N)n1	3.4%	24%	i	x	0%	0%	0.0	-8%	6%
COc1cccc(C2CCCN2Cc2nc(-c3sccc3C)oc2C)c1 (stereo unspecified)	2.4%	-5%	i	-3%	-7%	-32%	0.4	-1%	-12%
O=C(C1=C(O)C(=O)N(CCN2CCOCC2)C1c1ccc(Cl)cc1)c1cc2ccccc2o1 (stereo unspecified)	0.1%	2%	i	-8%	1%	-26%	-1.7	x	-5%
CCN1CCN(c2nc3c(c(=O)n(C)c(=O)n3C)n2CCSc2ncccn2)CC1	-0.7%	u	i	0%	5%	2%	-0.1	0%	4%
CN(C)CCOC(=O)c1ccc2c(c1)S(=O)(=O)c1ccccc1C2=O	-0.3%	0%	i	2%	-5%	13%	-1.9	1%	0%
Cc1cc(C)cc(C(=O)NC2C(=O)N3C(C(=O)O)=C(CSc4nnc(C)s4)CSC23)c1 (stereo unspecified)	6.1%	u	i	0%	1%	-37%	1.2	16%	1%
CCCCCCCCCCCC1N=C(N)NC(CCCO)=C1C(=O)OC (stereo unspecified)	0.5%	-8%	i	x	-8%	-91%	0.3	0%	-1%
CC(C)(C)c1ccc(/C=C/C(=O)O)s1	-0.4%	-3%	i	2%	3%	0%	0.3	-34%[inhibitor]	u
CCCc1nc(SCC(=O)N2CCN(c3ccccc3)CC2)c2c(=O)n(C)c(=O)n(C)c2n1	-0.2%	2%	i	0%	-7%	5%	-39*	4%	-16%
CCN(Cc1ccccc1)S(=O)(=O)c1cc(C(=O)Nc2cc(Cl)cc(Cl)c2)ccc1F	0.2%	5µM*	x	x	u	-37%	x	1%	x
CN1C(=O)C(CC(=O)NCCc2ccccc2)N(NC(=O)c2ccc(Cl)cc2)C1=S (stereo unspecified)	0.9%	-2%	i	1%	-7%	0%	0.3	9%	-23%
CCOC(=O)Nc1cccc2ccccc12	4.2%	-19%	x	0%	-10%	-1%	2.0	23%	6%
COc1ccc(Cl)cc1NC(=O)c1cccc([N+](=O)[O-])c1O	3.4%	11µM*	i	x	u	-20%	0.1	-2%	u
Cc1ccccc1-n1c(SCC(=O)c2cc(C)n(C)c2C)nnc1-c1cccnc1	-0.6%	u	i	-3%	-10%	0%	0.7	-9%	u
CCC(=O)Nc1ncc2c(n1)CC(c1ccco1)CC2=O (stereo unspecified)	6.7%	-17%	i	0%	-2%	-1%	-3.3	9%	-3%
Cc1cc(=O)oc2cc(OC(=O)c3ccco3)ccc12	-0.2%	5%	i	-7%	-2%	-8%	-1.2	u	5%
CC(C)(C)c1cc(C(=O)Nc2ccc(F)cc2)n(Cc2ccc(F)cc2)n1	4.4%	u	i	-15%	-22%	-54%	-1.9	u	u
O=C(c1ccc(Cl)cc1)C1CCN(C(=S)Nc2ccccc2)CC1	3.6%	u	i	x	2%	-16%	-1.8	12%	u
COc1ccc(-c2noc(N3CCC(C(=O)N4CCN(c5ccccn5)CC4)CC3)n2)cc1	0.1%	-6%	i	-1%	-27%	-27%	0.8	-6%	18µM*
Cc1cc(CN2CCN(c3ccccc3F)CC2)cs1	-0.5%	-22%	x	x	-3%	-10%	x	-5%	-6%
CN(C)c1ccc(CNC(=O)c2ccc3c(c2)N(C)C(=O)C2CCCCN32)cc1 (stereo unspecified)	u	3%	x	x	4%	-31%	x	-6%	x
Nc1ncncc1-c1ccc(Cl)cc1	0.2%	15%	i	1%	-1%	-27%	-1.3	-3%	0%
CC(C)Oc1cccc(C(=O)NC(=S)N2CCN(c3ccc(C(F)(F)F)cc3[N+](=O)[O-])CC2)c1	4.7%	u	i	0%	u	0%	-3.2	u	x
O=C(Nc1ccccc1C(=O)N1CCOCC1)c1noc2c1CCCC2	-0.4%	-1%	i	1%	-3%	-34%	-0.4	6%	x
CC(C)CNC(=O)CC(=O)N/N=C/c1ccc(Br)cc1	-0.2%	8%	i	2%	-7%	-14%	-0.7	4%	22%
O=C1CC(NNC(=O)c2ccc(Br)cc2)C(=O)N1 (stereo unspecified)	-0.3%	7%	i	0%	3%	8%	-1.8	-10%	6%
O=C1CN(C(=O)COc2ccc([N+](=O)[O-])cc2Cl)c2ccccc2N1	2.0%	-2%	i	1%	3%	-2%	-0.3	4%	21%
O=C(c1cc(-c2ccncc2)nc2ccccc12)N1CCN(S(=O)(=O)/C=C/c2ccccc2)CC1	4.9%	u	i	-1%	-10%	-25%	1.3	-18%	-1%
